# PPARg SRC1 recr – promotes SRC-1 coactivator recruitment by human PPARgamma; PPARgamma-SRC-1 coactivator recruitment biochemical assay; activation, % at 8 µM; hit rate 0.41% among 200,000; AID 631; in the data active means activation above about 19%;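 further: 0% = DMSO and 100% = reference agonist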
# STAT1 inh – STAT1 signaling inhibition. NIH 3T3 STAT1-luciferase reporter, IFN-gamma, luminescence. inhibition, % at 5.5 µM. hit rate 0.35% among 200,000. AID 920;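 active means inhibition above a set limit, the mean inhibition across all tested compounds plus 3 SD, cut at about 34% in these data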;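 further: 0% = IFN-gamma with DMSO and 100% = IFN-gamma with 300 µM nifuroxazide; values of inactives mirror those of a sister screen read the other way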
# RAM inhibit – yeast RAM network inhibition | S. cerevisiae dse1pr::URA3 reporter, 5-FOA growth OD615, 2 d; analog-sensitive cbk1-as2 kinase mutant strain | inhibition, % at 50 µM | hit rate 1.8% among 190,000;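 active means inhibition above a set limit, 3 SD over mean compound inhibition, cut at about 8.4% in these data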;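 further: 0% = DMSO-only wells with no growth and 100% = 10 µM 1-NA-PP1 full growth; inhibition rescues growth on 5-FOA so higher OD means more RAM inhibition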
# STAT3 act – activators of IL-6 induced STAT3 signaling; hit rate 0.91% among 190,000; activation (% of control), % at 5.6 µM; AID 871; U3A cells, IL-6 STAT3-luciferase reporter, luminescence; 100% = signal with IL-6 EC80 alone;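 active means activation above the screen-wide mean of compound activation plus 3 SD, cut at about 130% in these data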;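 further: 0% = background luminescence of wells with medium and substrate only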
#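 Assay system – human STAT1-deficient U3A cells with stable STAT3-luciferase reporter · Also added – IL-6 (33 ng/mL) · Schedule – compound 1 h, then IL-6 6 h at 37 °C · Technique – reporter luminescence signal · Evaluation – % activation versus median of IL-6-stimulated wells · Benchmarks – IL-6-only wells as 100% reference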
# PPARg SRC-2 ag – promotes SRC-2 coactivator recruitment by human PPARgamma | activation, % at 8 µM | PPARgamma LBD-SRC-2 recruitment, biochemical | hit rate 0.34% among 200,000; in the data active means activation above about 22%;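 further: 0% = vehicle and 100% = reference agonist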
# S1P3 antagonist – blocks the human S1P3 receptor | CHO S1P3 NFAT-BLA reporter, FRET fluorescence, antagonist mode | inhibition, % at 4.98 µM | hit rate 0.27% among 170,000;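 active means inhibition above the plate cutoff, the mean inhibition of test wells on that plate plus 3 SD, cut at about 28% in these data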;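 further: cells challenged with S1P at its EC80 of 0.8 µM; blue over green emission ratio from cleaved BLA substrate after 4 h stimulation; 0% = S1P-stimulated wells and 100% = unstimulated DMSO-only wells; some compounds past the cut are filed as inactive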
# Target sequence (Q99500 whole entry, looked up): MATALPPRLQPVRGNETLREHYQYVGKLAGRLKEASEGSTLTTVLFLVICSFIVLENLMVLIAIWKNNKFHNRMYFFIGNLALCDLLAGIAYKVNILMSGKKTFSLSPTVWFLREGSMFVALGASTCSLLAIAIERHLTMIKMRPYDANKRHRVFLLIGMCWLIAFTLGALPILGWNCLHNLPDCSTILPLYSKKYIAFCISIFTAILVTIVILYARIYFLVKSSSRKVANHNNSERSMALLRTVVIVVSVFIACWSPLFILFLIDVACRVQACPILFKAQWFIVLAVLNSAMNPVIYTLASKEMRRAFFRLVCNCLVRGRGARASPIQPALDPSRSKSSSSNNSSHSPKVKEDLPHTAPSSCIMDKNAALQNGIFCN
# STAT3 blocker – reduces IL-6 driven STAT3 reporter signal; U3A cells, IL-6 STAT3-luciferase reporter, luminescence; host cell line lacks STAT1; inhibition, % at 5.5 µM; hit rate 0.89% among 190,000; AID 862;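 active means inhibition above the mean inhibition across all screened compounds plus 3 SD, cut at about 44% in these data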;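 further: 0% = DMSO only wells and 100% = 100 µM nifuroxazide control wells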
# TR-FRET SRC-2 ct – counter-screen for PPARgamma SRC-2 recruitment agonists: TR-FRET artefact; hits give high values; TR-FRET ratio at 8 µM; hit rate 0.4% among 200,000; AID 1049; in the data active means TR-FRET ratio above about 2000; further: inactives centre near 1500
# TLR4-MyD88 BLA – inhibitors of human TLR4-MyD88 binding; HeLa CL3-4 TLR4/MyD88 BLA complementation, FRET ratio; inhibition, % at 8.4 µM; hit rate 0.18% among 200,000; AID 861; in the data active means inhibition above about 25%;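 further: 0% = vehicle and 100% = reference inhibitor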
# ROMK mod – modulates human ROMK potassium channel activity; B-score at 10 µM; P48048; Tet-inducible ROMK, thallium flux fluorescence; actives lie on both sides; AID 1918; hit rate 2% among 130,000;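 active means signal ratio slope over the read window, or its plate-corrected B-score, at least 3 SD from the plate mean, either direction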;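 further: B-score of the F/F0 ratio slope over 7 to 12 s after thallium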
# Target sequence (P48048 whole entry, looked up): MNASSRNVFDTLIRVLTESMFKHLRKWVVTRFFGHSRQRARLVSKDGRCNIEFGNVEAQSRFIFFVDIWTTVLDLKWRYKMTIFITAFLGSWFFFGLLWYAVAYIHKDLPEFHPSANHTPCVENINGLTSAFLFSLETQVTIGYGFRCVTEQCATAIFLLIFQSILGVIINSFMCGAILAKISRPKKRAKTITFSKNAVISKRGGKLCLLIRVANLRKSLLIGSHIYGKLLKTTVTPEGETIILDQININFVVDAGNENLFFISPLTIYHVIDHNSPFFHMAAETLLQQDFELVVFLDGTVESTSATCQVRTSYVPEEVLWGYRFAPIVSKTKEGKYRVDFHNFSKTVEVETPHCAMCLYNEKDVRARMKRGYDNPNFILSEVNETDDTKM
# PPARg SRC-3 ag – agonists of human PPARgamma SRC-3 coactivator recruitment; P37231; biochemical PPARgamma/SRC-3 coactivator recruitment assay; activation, % at 8 µM; hit rate 0.26% among 200,000; AID 731; in the data active means activation above about 23%;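 further: 0% = DMSO and 100% = reference agonist; some compounds past the cut are filed as inactive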
# * hit, by the source's call; / = not tested or not shown.
SMILES,PPARg SRC1 recr,STAT1 inh,RAM inhibit,STAT3 act,PPARg SRC-2 ag,S1P3 antagonist,STAT3 blocker,TR-FRET SRC-2 ct,TLR4-MyD88 BLA,ROMK mod,PPARg SRC-3 ag
CSc1nnc(-c2sc3cc(C(F)(F)F)cnc3c2-c2ccccn2)n1C,2,-1,0.3,99,-3,/,7,1465,0,0.6,-2
CCn1c(=O)cc(SCC(=O)N2CCN(C)CC2)c2ccccc21,27*,10,3.4,89,34*,/,17,2120*,3,-0.52,40*
O=C(COC(=O)c1ccc(Br)o1)NCCCc1ccccc1,-2,4,0.5,96,1,-1,11,1537,3,/,8
O=C(C1CCN(S(=O)(=O)c2cccc3cccnc23)CC1)N1CCN(C2CCCC2)CC1,1,2,0.3,105,3,-8,-6,1438,0,0.45,2
O=C(NC1CCCCC1)N1CCCC(CNS(=O)(=O)Cc2ccccc2)C1 (stereo not drawn),1,5,1.4,100,-4,-1,2,1434,6,0.44,0
O=c1c(Cc2ccccc2)c(O)ccn1C1CCCCCCC1,-4,-3,1.2,106,3,-5,-2,1441,8,-0.29,3
C=CCc1c(C)nc(SCC(N)=O)[nH]c1=O,2,1,-0.3,100,2,/,2,1534,-13,/,-2
Cc1nnc(SCC(=O)N2CCC(C(=O)Nc3nccs3)CC2)n1Cc1ccccc1,4,-2,0.9,104,2,2,0,1635,4,/,2
Nc1nnnn1/N=C/c1ccccc1OCc1ccc(Cl)cc1Cl,10,-3,1.7,89,0,21,17,1669,-4,/,-3
COc1ccc(N(C(=O)c2ccccc2C)S(=O)(=O)c2cccs2)cc1,5,4,4.8,120,7,-3,-21,1595,4,/,3
c1ccc(N2CCN(c3ncnc4c3oc3ccccc34)CC2)cc1,7,1,2.0,81,5,7,26,1517,-7,/,-2
Cn1c(=O)oc2cc(S(=O)(=O)N3CCC(C(=O)NCc4cccs4)CC3)ccc21,0,8,3.7,106,-7,-13,-3,1439,15,/,-9
O=C(c1ccco1)n1nc(-c2ccccc2)nc1SCc1ccccc1,-8,1,5.9,98,-6,/,8,1191,2,-0.14,-6
O=C(Nc1cccc(OC(F)(F)F)c1)c1ccc(Br)o1,-1,10,-0.8,87,5,-10,20,1339,-11,/,-2
COCCn1c(C)cc(/C=C2/NC(=O)N(c3ccc(Cl)cc3)C2=O)c1C,11,2,3.6,103,8,8,-3,1794,-22,-0.5,2
COCCNC(=O)CSc1nnc(CCCN2C(=O)c3cccc4cccc(c34)C2=O)n1-c1ccccc1,6,-5,1.2,87,5,-4,18,1447,-2,/,-1
CN1CCN(C(=O)CCCOc2cc(=O)n(C)c3ccccc23)CC1,6,-4,1.8,101,7,/,1,1511,-3,/,6
Brc1ccc(-c2cnc(-c3cccs3)o2)cc1,10,-47,0.1,102,-4,22,3,1814,7,/,7
CCc1ccc(NC2=NCC(c3ccccc3)S2)cc1 (stereo not drawn),-2,-32,2.0,112,5,16,-6,1624,-6,0.094,7
CCCOc1ccc(/C=N\NC(=O)CCc2n[nH]c(=O)[nH]c2=O)cc1OC,3,6,1.6,102,8,29*,3,1591,-22,3.4*,4
CCCCCC(=O)NNC(=O)Cc1ccc([N+](=O)[O-])cc1,10,-9,-0.1,103,1,-10,2,1496,4,-0.014,2
CCCCCC1CC(/C(C)=N/NC(N)=O)OC1=O (stereo not drawn),-5,4,-0.2,99,-2,/,-2,1178,-9,-0.15,-6
Cc1ccc2c(c1)cc(CN(Cc1ccco1)C(=O)COc1ccccc1)c1nnnn12,3,-2,2.5,104,-6,13,6,1560,8,/,-9
CCC(C)Nc1nc(OCC(F)(F)F)nc(OCC(F)(F)F)n1 (stereo not drawn),6,-2,1.5,119,-6,12,-16,1446,4,/,-4
COc1ccc(-c2cc(C(=O)Nc3ccc(C)cc3)no2)cc1,6,-5,1.5,86,3,/,16,1502,0,0.41,3
O=C(NCc1ccncc1)C(=O)NCC(c1ccccc1)c1ccccc1,0,-14,0.7,111,0,-6,-10,1513,2,/,-5
S=c1[nH]nc(Nc2cccc(Cl)c2)s1,3,3,1.4,101,5,-9,4,1387,2,-0.5,6
Cc1cccc2[nH]c3c(N4CCC5(CC4)OCCO5)ncnc3c12,-2,9,1.7,128,-7,/,-26,1427,-13,/,-4
N#CC1=C(S)N(c2ccccc2)C(c2ccco2)NC1=O (stereo not drawn),-9,-5,-1.0,105,-3,-30,-3,1298,-8,/,4
CN(CC(=O)O)S(=O)(=O)/C=C/c1ccccc1,3,5,0.6,98,-4,10,11,1576,-11,-0.067,5
O=C(CN(C(=O)c1ccc(Cl)cc1Cl)N1C(=O)C2C3C=CC(C3)C2C1=O)c1ccc(F)cc1 (stereo not drawn),2,4,/,102,8,/,2,1593,-15,/,5
O=C1CC(=O)Nc2cc(S(=O)(=O)N3CCN(c4cccc(C(F)(F)F)c4)CC3)ccc2N1,5,10,2.4,101,6,-8,6,1605,-7,-0.048,4
Cn1ccc(=S)c2ccccc21,10,3,0.7,99,6,-10,6,1503,16,-0.48,4
C/C(=N\Nc1cccc(Cl)c1)c1ccncc1,3,-32,-0.2,95,2,11,12,1650,0,-0.78,-4
Clc1ccc(OCCSc2ncccn2)cc1,4,-34,1.8,103,-4,/,-7,1321,13,0.16,-14
CN(CC(=O)NCc1ccncc1)S(=O)(=O)c1ccc(Cl)cc1,-4,6,1.4,100,-1,-16,3,1536,4,-0.24,-4
CCOc1ccc(N2C(=O)CC(N(C)Cc3ccccc3)C2=O)cc1 (stereo not drawn),8,7,1.5,82,5,-10,24,1421,-4,1.3,3
COc1ccc(NC(=O)OCCN2CCN(Cc3ccccc3)CCC2=O)cc1,2,-1,2.1,103,1,-4,-6,1366,-5,-0.58,3
O=C(CC1Nc2ccccc2NC1=O)NCC1COc2ccccc2O1 (stereo not drawn),-5,0,-0.8,101,-7,0,3,1357,-1,0.056,1
CC(C(=O)OCC(=O)Nc1cccc(S(=O)(=O)N(C)C)c1)N1C(=O)c2ccccc2C1=O (stereo not drawn),2,-2,0.1,100,3,-21,2,1450,-5,1.3,-1
COC(=O)c1c(NC(=O)CN2CCC(C(N)=O)CC2)c2c(C)cccc2n1C,-2,-2,0.0,106,-4,-15,-5,1479,-1,0.49,-6
CC(=O)NC(C)(C)C1CC=C(C)/C(=N\O)C1 (stereo not drawn),2,0,-0.5,104,-1,-43,0,1614,3,0.48,0
CC(Sc1nncn1C)C(=O)Nc1nnc(-c2ccccc2)s1 (stereo not drawn),9,-10,0.8,108,2,/,-1,1492,4,/,7
CCOC(=O)N1CCC(N(CCN(C)C)C(=S)Nc2cccc(C)c2)CC1,-4,2,0.1,98,6,9,3,1532,2,/,1
Cc1cc(C)c(O)c(-c2cc(C(=O)Nc3ccc(S(=O)(=O)N4CCOCC4)cc3)[nH]n2)c1,10,10,3.1,81,-4,-14,24,1633,14,1.8,11
COc1cc(C(=O)NCC(=O)OCc2cc(=O)oc3c(C)c(C)ccc23)cc(OC)c1OC,10,10,7.3,93,8,-1,9,1512,-2,0.13,-2
CC(=O)Nc1ccc(S(=O)(=O)NCc2csc(-c3cccnc3)n2)cc1,8,9,-1.0,102,1,2,0,1623,-12,0.16,10
CCOc1ccc2c(c1)C(c1ccccc1)=NNC(c1ccccc1)=N2,0,-1,2.2,109,1,/,-10,1433,-6,/,2
C[n+]1ccc(CC2C(=[N+]([O-])[O-])C=Nc3ncnn32)cc1 (stereo not drawn),1,-7,0.5,98,1,-4,10,1627,1,0.51,0
C=CCNC(=S)N/N=C/c1ccc(C)cc1C,3,1,-1.1,92,0,12,12,1325,1,-0.16,2

# (listing goes on)
SMILES,PPARg SRC1 recr,STAT1 inh,RAM inhibit,STAT3 act,PPARg SRC-2 ag,S1P3 antagonist,STAT3 blocker,TR-FRET SRC-2 ct,TLR4-MyD88 BLA,ROMK mod,PPARg SRC-3 ag
Cn1c(=O)n(C)c2cc([N+](=O)[O-])c(N3CCN(S(C)(=O)=O)CC3)cc21,-2,5,-0.1,91,2,-7,8,1495,-5,-1.2,-2
CS(=O)(=O)N(CC(=O)NC1CCCCC1)c1cccc(F)c1,9,-8,1.3,101,7,13,6,1596,-8,/,8
COC(=O)C1CSc2[nH]c(=O)sc2C1c1ccc(O)c(OC)c1 (stereo not drawn),-3,2,0.9,109,-3,/,-5,1510,-4,-0.87,-1
O=C(CN1/C(=C(/O)c2ccccc2)C(=O)c2ccccc2S1(=O)=O)c1ccccc1,-2,9,1.9,96,7,/,11,1479,16,-1,2
OCC(O)CNC(=S)NC1CCCCC1 (stereo not drawn),-2,-8,0.2,102,3,-11,5,1429,3,-0.55,3
COc1ccccc1-n1cc(C(=O)N2CCCC(CO)(Cc3ccccc3C)C2)cn1 (stereo not drawn),8,-5,3.5,98,0,17,8,1493,-8,/,5
COc1ccc(C(C(=O)NC2CCCC2)N(Cc2cccs2)C(=O)c2ccn[nH]2)cc1OC (stereo not drawn),2,-2,2.2,101,7,-11,6,1468,-6,0.48,2
CCN1C(=O)c2cccc3c(NC(=O)c4ccc(OC)c(OC)c4)ccc1c23,-5,11,7.8,84,15,/,24,1391,-16,/,8
COc1ccc(C(=O)/C=C/C(=O)N(CC(=O)NC2CCCCC2)Cc2cccs2)c(O)c1,13,-17,4.1,116,13,5,-10,1712,24,-0.14,6
CCCCC(=O)N=c1sc2cc([N+](=O)[O-])ccc2n1C,10,-9,2.8,120,-1,0,-24,1552,-17,0.86,3
Cc1ccc(SCC(=O)Nc2ccc3c(c2)C(=O)NC3=O)cc1,3,-3,3.6,87,9,5,21,1688,-6,0.23,2
CCOC(=O)C1CCN(C(=O)Cc2cccc3ccccc23)CC1,0,11,0.1,96,3,/,6,1432,8,/,-13
O=C(Nc1ccc(O)c2c(=O)cc(-c3ccccc3Cl)oc12)c1ccccc1Cl,3,-5,2.4,99,3,4,-1,1400,1,-2.2,1
O=C(CN1CCCC1)NC(=O)NC1CCCC1,-8,-6,1.6,102,2,-5,-1,1557,7,0.22,-5
Cc1cccc(Nc2nnc(SCC(=O)Nc3ccccc3[N+](=O)[O-])s2)c1,7,6,5.0,123,-1,-14,-23,1793,-2,/,1
C=CC[n+]1c(-c2ccc(OC)c(OC)c2)csc1NNC(=O)Nc1ccccc1,3,15,2.6,69,-4,/,39,1543,2,/,2
CCOc1ccc(/C=N/NC(=O)Cc2csc(Nc3cccc(C(F)(F)F)c3)n2)cc1,-1,-10,1.0,104,2,/,-1,1459,9,0.51,-15

# 3 compounds out of the list, sorted by SMILES length, low to high:
SMILES,PPARg SRC1 recr,STAT1 inh,RAM inhibit,STAT3 act,PPARg SRC-2 ag,S1P3 antagonist,STAT3 blocker,TR-FRET SRC-2 ct,TLR4-MyD88 BLA,ROMK mod,PPARg SRC-3 ag
O=C(CN1CCCC1)NC(=O)NC1CCCC1,-8,-6,1.6,102,2,-5,-1,1557,7,0.22,-5
Cc1cccc(Nc2nnc(SCC(=O)Nc3ccccc3[N+](=O)[O-])s2)c1,7,6,5.0,123,-1,-14,-23,1793,-2,/,1
O=C(Nc1ccc(O)c2c(=O)cc(-c3ccccc3Cl)oc12)c1ccccc1Cl,3,-5,2.4,99,3,4,-1,1400,1,-2.2,1
